AGP1-GFP MLPCN: alters AGP1-GFP fluorescence in TOR pathway yeast screen. AID 2066. actives 0.02% (n = 320,000). S. cerevisiae AGP1-GFP multiplex flow cytometry, 3 h; GFP as percent of DMSO wells. GFP response vs DMSO, % at 10 µM;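 active means GFP response relative to DMSO above a set limit, near screen average plus 3 SD, cut at about 150% in these data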;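 further: median GFP channel fluorescence of the gated AGP1 strain per well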
MCL1 BIM primary: inhibitors of human MCL1 binding to BIM-BH3 peptide | GST-MCL1 / FITC-Bim-BH3 fluorescence polarization | AID 2057 | inhibition, % at 10.9 µM | actives 0.68% (n = 320,000) | Q07820;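 active means inhibition above the mean inhibition of all tested compounds plus 3 SD, set per campaign, cut at about 40% in these data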;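 further: 0% = DMSO wells and 100% = unlabeled Bim-BH3 peptide control; higher means more loss of mP so more displacement of Bim peptide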
Target sequence (Q07820 whole entry, looked up): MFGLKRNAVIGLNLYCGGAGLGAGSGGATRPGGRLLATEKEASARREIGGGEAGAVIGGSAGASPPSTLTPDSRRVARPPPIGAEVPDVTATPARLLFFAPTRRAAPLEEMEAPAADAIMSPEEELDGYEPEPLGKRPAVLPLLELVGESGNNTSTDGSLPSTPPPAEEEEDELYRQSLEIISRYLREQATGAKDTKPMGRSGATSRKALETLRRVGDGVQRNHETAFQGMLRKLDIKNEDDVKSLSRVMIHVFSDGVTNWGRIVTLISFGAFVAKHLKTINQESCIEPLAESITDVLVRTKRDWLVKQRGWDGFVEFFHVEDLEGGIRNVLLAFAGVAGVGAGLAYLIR
Yeast superoxide: caloric restriction mimetics inhibiting age-related superoxide in yeast; S. cerevisiae aged cells, superoxide DHE fluorescence; hits give low values; superoxide response (% of plate mean), % at 10 µM; actives 0.18% (n = 330,000); AID 2690;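 active means superoxide response under a set limit, about three screen SD below normal, cut at about 65% in these data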;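 further: yeast aged for seven days with compound at 30 °C before DHE staining; 100% = average MFI of all compound-treated wells on the plate with controls excluded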
BCLXL inh: inhibitors of human Bcl-xL; Q07817; GST-Bcl-xL / FITC-Bim BH3 peptide fluorescence polarization; inhibition, % at 10.9 µM; actives 0.7% (n = 320,000);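 active means inhibition above the mean of all tested compounds plus 3 SD, cutoff set per campaign, cut at about 30% in these data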;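 further: 0% = DMSO wells and 100% = unlabeled Bim-BH3 peptide competitor; inhibitors lower millipolarization by displacing the labeled peptide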
GRK2 inh: blocks RNA aptamer binding to human GRK2 | actives 0.59% (n = 330,000) | bead flow cytometry, FAM-aptamer displacement from GRK2 | inhibition of aptamer binding, % at 10 µM | P25098;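 active means inhibition of aptamer binding above 40%, roughly 3 SD of noise, on plates passing a quality check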;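 further: median bead fluorescence of bound FAM aptamer so fluorescent compounds give negative values; no value below 0 was filed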
Target sequence (P25098 whole entry, looked up): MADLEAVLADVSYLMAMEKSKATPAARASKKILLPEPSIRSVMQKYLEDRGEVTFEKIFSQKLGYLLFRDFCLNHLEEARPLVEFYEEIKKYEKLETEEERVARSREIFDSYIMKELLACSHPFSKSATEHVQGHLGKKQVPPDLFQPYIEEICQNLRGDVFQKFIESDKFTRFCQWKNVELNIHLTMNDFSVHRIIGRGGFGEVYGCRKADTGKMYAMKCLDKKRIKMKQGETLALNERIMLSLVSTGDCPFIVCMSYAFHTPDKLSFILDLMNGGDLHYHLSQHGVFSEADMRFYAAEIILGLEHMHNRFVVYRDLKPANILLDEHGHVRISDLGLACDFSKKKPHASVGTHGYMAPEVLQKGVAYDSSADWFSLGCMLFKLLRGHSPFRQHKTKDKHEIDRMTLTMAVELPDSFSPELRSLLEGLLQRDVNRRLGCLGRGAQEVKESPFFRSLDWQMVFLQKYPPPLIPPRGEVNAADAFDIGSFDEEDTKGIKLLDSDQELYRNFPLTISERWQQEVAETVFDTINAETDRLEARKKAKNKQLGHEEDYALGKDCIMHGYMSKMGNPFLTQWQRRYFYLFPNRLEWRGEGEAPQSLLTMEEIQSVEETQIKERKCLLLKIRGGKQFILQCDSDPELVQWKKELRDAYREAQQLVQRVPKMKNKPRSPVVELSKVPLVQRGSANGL
MEX-5 binding: C. elegans MEX-5 TCR-2 RNA binding activity. Q9XUB2. MEX-5/FITC-TCR2 RNA binding, fluorescence polarization; hits give low values. activity score (negative = inhibition of binding), % at 10 µM. actives 0.38% (n = 300,000). AID 1832;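 active means inhibition past about -25% in most replicates, and total fluorescence under double the plate's negative control median, limit read from the data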;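 further: 0% = DMSO and -100% = 5 µM competing unlabeled TCR2 RNA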
GLD-1 RNA inh: GLD-1-TGE RNA interaction inhibition (C. elegans); Q17339; purified GLD-1 + fluorescein TGE RNA, fluorescence polarization; inhibition, % at 5.96 µM; actives 0.44% (n = 320,000);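 active means percent inhibition above a per-plate cutoff, the plate mean of test compounds plus 3 SD, cut at about 30% in these data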;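 further: 0% = DMSO wells with GLD-1 and probe and 100% = wells lacking GLD-1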
CIT2 TOR yeast: yeast TOR pathway CIT2-GFP modulation; actives 0.065% (n = 320,000); GFP response vs DMSO, % at 10 µM; S. cerevisiae CIT2-GFP strain, flow cytometry, 3 h; 100 means same as DMSO wells;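 active means GFP response relative to DMSO above a set limit, near the screen mean plus 3 SD, cut at about 150% in these data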;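 further: ratio of well median GFP fluorescence to mean of DMSO wells on the plate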
VLA-4 inh: inhibition in a human VLA-4 binding assay. P13612. VLA-4 expressing cells, ligand binding flow cytometry. inhibition, % (about 7 µM as worked out from the volumes in the protocol). actives 0.2% (n = 330,000); in the data active means inhibition above about 50%
* marks the source's active call; other numbers are inactive results; . = not tested or not shown; [ ] = another dose, or the depositor's remark.

SMILES | AGP1-GFP MLPCN | MCL1 BIM primary | Yeast superoxide | BCLXL inh | GRK2 inh | MEX-5 binding | GLD-1 RNA inh | CIT2 TOR yeast | VLA-4 inh
CC(=O)N1C(c2ccccc2O)C[C@]2(C)CC(=O)NC12 (some centres undefined) | 86 | 1 | 85 | 5 | 2 | -2.5 | 6 | . | 5
Cc1nc2c(C)cccn2c1/C(O)=C1\C(=O)C(=O)N(CCN(C)C)C1c1ccco1 (centres undefined) | 106 | 11 | 105 | 9 | 0 | 0.4 | 0 | 104 | 4
O=C(CSc1nnnn1Cc1ccccc1)Nc1ccccc1 | 102 | 4 | 107 | 2 | 0 | -0.7 | 3 | 98 | 9
COc1ccc(CNn2c(C)nc3ccccc3c2=O)cc1 | 103 | 1 | 80 | 3 | 0 | -0.2 | 0 | 99 | -6
CSc1ccccc1OCc1cc(C(=O)N(Cc2nccn2C)C(C)C)no1 | 97 | 10 | 96 | 4 | 0 | 2.6 | 4 | 98 | 4
CC(C)c1ccc(N(C(=O)c2csnn2)C(C(=O)NC2CCCC2)c2ccncc2)cc1 (centres undefined) | 98 | 3 | 91 | 8 | 2 | -1.7 | 0 | 115 | -2
O=C(O)C1C2CCC(C2)C1C(=O)NCCc1ccc(F)cc1 (centres undefined) | 91 | -3 | 105 | -2 | 0 | -3.1 | 4 | 95 | 24
Cc1cc(C(=O)N2CCCC(N3CCN(c4ccccc4C)CC3)C2)n(C)n1 (centres undefined) | 102[may fluoresce green] | -1 | 95 | 0 | 0 | -2.8 | -12 | 101[may fluoresce green] | -10
CCOC(=O)CCCNC(=O)CCNC(=O)c1ccc(OC(C)C)cc1 | 102 | -2 | 99 | -1 | 3 | -0.3 | 6 | 103 | -5
COC(=O)/C(=C/c1ccc2c(c1)c1ccccc1n2C)NC(=O)c1ccccc1 | 98 | 2 | 88 | 7 | 2 | -5.4 | 6 | 89 | -22
CC(=O)NCC(c1cccs1)S(=O)(=O)c1ccc(F)cc1 (centres undefined) | 104 | 1 | 160 | -2 | 2 | 3.5 | 1 | 107 | -4
CS(C)(=O)=NS(=O)(=O)c1ccc(Cl)cc1 | 96 | 6 | 94 | -1 | 0 | 2.3 | -4 | 100 | -1
COc1ccc2cc(CN(Cc3ccco3)Cc3nnnn3C3CCCCC3)c(=O)[nH]c2c1 | 103 | 2 | 99 | 5 | 0 | -0.2 | 13 | 96 | -5
COc1ccc(N(C(=O)Cn2nnc(-c3ccc(F)cc3)n2)C(C)C(=O)NC2CCCC2)cc1OC (centres undefined) | 106 | -4 | 103 | -2 | 0 | 0.9 | -7 | 110 | 6
Cc1ccc(C(=O)COC(=O)C2CC(=O)N(c3nc(-c4ccccc4)cs3)C2)cc1 (centres undefined) | 107 | 4 | 101 | 2 | 2 | -1.1 | 6 | . | -10
COc1ccc(-n2nc(N)c(C(N)=O)n2)cc1 | 99 | -2 | 101 | 3 | 1 | 1.5 | 8 | 105 | -4
COc1ccccc1NC(=O)OCC#CCOC(=O)Nc1ccccc1OC | 95 | 4 | 106 | 2 | 3 | 0.4 | 1 | 99 | 22
O=C(Oc1ccc2ccccc2c1Br)N1CCCCCC1 | 103 | 4 | 108 | 5 | 2 | 2.0 | -2 | 113 | 15
COc1cc(-c2nc3ccccn3c2/N=C/c2cc(OC)c(OC)c(OC)c2)ccc1O | 99 | -1 | 126 | 2 | 2 | -0.6 | -2 | 104 | -8
O=C1c2oc3ccccc3c(=O)c2C(c2cccnc2)N1Cc1ccco1 (centres undefined) | 98 | 6 | 97 | 4 | 0 | -0.6 | 5 | 89 | 8
COc1ccc(C)cc1NC(=O)CN1CCN(c2ccccc2F)CC1 | 109 | 0 | 103 | 2 | 2 | . | -1 | 104 | 7
NC(=O)c1c(NC(NC(=O)c2ccco2)C(=O)c2ccc(Cl)cc2)sc2c1CCCC2 (centres undefined) | 96 | -2 | 92 | 1 | 1 | 1.3 | 6 | 92 | -12
Cc1cc(C)cc(OCC(=O)N(Cc2ccco2)c2c(N)n(Cc3ccccc3)c(=O)[nH]c2=O)c1 | 98 | -5 | 105 | -4 | 1 | . | 2 | 94 | 8
CC1(C)CC(=O)N(c2ccc(Cl)c(Cl)c2)C(=O)C1 | 100 | 0 | 96 | 8 | 2 | 0.5 | -2 | 96 | -1
Cc1ccc(-c2nnc(-c3cc(C)on3)o2)cc1 | 93 | 0 | 96 | 3 | 0 | -0.3 | -1 | 89 | -3
CCC1(CC)N([O-])C(C)=C(c2ccccc2)[N+]1=O | 108 | -16 | 91 | -7 | 0 | 0.8 | -1 | 101 | 1
COc1ccccc1N1CCN(C(=O)C2CCN(C(=O)c3ccccc3Cl)CC2)CC1 | 107 | . | 111 | . | . | -0.1 | . | 112 | 37
O=C(NCc1ccccc1)C(c1ccc(F)cc1)N(Cc1cccs1)C(=O)c1cnccn1 (centres undefined) | 94 | -2 | 104 | 0 | 0 | -0.6 | 2 | 96 | 17
CCN(CC)C(=O)CCSc1nnc(-c2ccncc2)o1 | 106 | -3 | 100 | 4 | 4 | 0.7 | 5 | 110 | 4
Cn1c(=O)[nH]c(=O)c2c1nc(Br)n2Cc1ccccc1F | 98 | 3 | 96 | 1 | 0 | -1.5 | 3 | 97 | 12
CCOC(=O)N1CCN(C(=O)CCCn2c(=S)[nH]c3ccsc3c2=O)CC1 | 114 | -5 | 105 | 2 | 0 | 3.9 | 5 | 117 | 1
COc1ccc(OC)c(N2C(N)=C(C#N)C(c3ccc(OC)c(O)c3)C3=C2CC(C)(C)CC3=O)c1 (centres undefined) | 99 | -2 | 88 | 4 | 1 | 0.4 | -2 | 108 | 13
Cc1cc(C)c(C)c(OCC(=O)N2CCOCC2)c1 | 100 | 0 | 98 | -1 | 2 | 1.2 | 0 | 105 | 2
O=C(Cc1ccccc1)NC1CCN(S(=O)(=O)c2ccc(C(=O)O)cc2)CC1 | 102 | 2 | 99 | 6 | 0 | -1.8 | 4 | 101 | -23
O=C1N(c2ccccc2)C(=Nc2ccccc2)SC12CC2 | 108 | -8 | 85 | -2 | 0 | 2.4 | 2 | 108 | -4
CC(=O)OC[C@H]1O[C@@H](Sc2cccc3cccnc23)[C@H](OC(C)=O)[C@@H](OC(C)=O)[C@H]1OC(C)=O | 104 | 4 | 93 | 1 | 0 | -1.1 | 7 | 99 | -6
Cc1c(OC(C)C(=O)NCC2CCC(C(=O)O)CC2)ccc2c1oc(=O)c1ccccc12 (centres undefined) | 98 | 10 | 126 | 6 | 0 | 0.5 | -9 | 95 | 2
Cc1cc(C)c2c(=O)[nH]n(C3CCCCCC3)c2n1 | 106 | 2 | 84 | -3 | 0 | -0.3 | 2 | 95 | 1
COc1ccc(CCNC(=O)c2cc(-c3ccc(Cl)c(Cl)c3)oc2C)cc1 | 102 | 5 | 101 | -3 | 0 | -2.7 | -2 | 106 | 0
CCOc1ccc(Br)cc1S(=O)(=O)Nc1cccc(S(=O)(=O)Nc2ccccc2C(=O)O)c1 | 102 | . | 106 | . | 0 | . | 2 | 107 | -6
Nc1c(-c2ccccc2)c(CN2CCOCC2)nn1-c1ccccc1 | 94 | 4 | 86 | 6 | 0 | 0.1 | -2 | 93 | 9
NCC(O)(c1ccc(Cl)cc1)c1ccc(Cl)cc1 | 94 | -5 | 97 | -3 | 1 | 1.8 | 10 | 102 | 3
CC(O)[C@H]1CNC(=O)C(=O)N1CC1(c2ccccc2)CC1 (some centres undefined) | 95 | 0 | 105 | 0 | 0 | -3.3 | -7 | 95 | 19
CN1CCN(c2nc(-c3cccnc3)nc3ccccc23)CC1 | 93 | 3 | 99 | 1 | 2 | 0.4 | 0 | 97 | 20
COc1cc(C(=O)NCCCNc2ccc([N+](=O)[O-])cc2)cc(OC)c1OC | 107 | -3 | 106 | 1 | 0 | 0.4 | -5 | 110 | 11
COc1ccc(C#Cc2ccc3c(=O)c4ccccc4n(C)c3c2)cc1 | 95 | -5 | 106 | -3 | 5 | 1.8 | 8 | 103 | -12
COC(=O)[C@]1(C)N[C@H](CN(C)C(=O)c2ccc(C)cc2)[C@@H]2C(=O)N(Cc3ccccc3)C(=O)[C@@H]21 | 98 | . | 109 | . | 0 | . | 5 | 105 | -11
CC(=O)c1c(C(C)=O)c(C)n(NC(=O)c2ccncc2)c1C | 107 | 3 | 96 | -2 | 1 | -1.0 | -5 | 111 | -3
CN(C)CC(C)(C)CNS(=O)(=O)c1cccc2nsnc12 | 91 | 3 | 88 | 3 | 2 | -2.8 | 2 | 89 | 0
CC(C)(O)[C@H](O)COc1c2occc2cc2ccc(=O)oc12 | 97 | 2 | 98 | 3 | 3 | 1.1 | 3 | 105 | -11

Compound profiles, from the list above.
CC(O)[C@H]1CNC(=O)C(=O)N1CC1(c2ccccc2)CC1 (some centres undefined) across the screens: AGP1-GFP MLPCN = 95; MCL1 BIM primary = 0; Yeast superoxide = 105; BCLXL inh = 0; GRK2 inh = 0; MEX-5 binding = -3.3; GLD-1 RNA inh = -7; CIT2 TOR yeast = 95; VLA-4 inh = 19
COC(=O)[C@]1(C)N[C@H](CN(C)C(=O)c2ccc(C)cc2)[C@@H]2C(=O)N(Cc3ccccc3)C(=O)[C@@H]21 across the screens: AGP1-GFP MLPCN = 98; MCL1 BIM primary = .; Yeast superoxide = 109; BCLXL inh = .; GRK2 inh = 0; MEX-5 binding = .; GLD-1 RNA inh = 5; CIT2 TOR yeast = 105; VLA-4 inh = -11

Next section
SMILES | AGP1-GFP MLPCN | MCL1 BIM primary | Yeast superoxide | BCLXL inh | GRK2 inh | MEX-5 binding | GLD-1 RNA inh | CIT2 TOR yeast | VLA-4 inh
COCCCNC(=S)NNC(=O)c1cc(-c2ccncc2)nc2ccccc12 | 106 | 2 | 105 | 2 | 0 | -12 | -3 | . | -3
Cc1c(NC(=S)NC(=O)c2ccc(COc3ccccc3)cc2)cccc1C(=O)O | 105 | 15 | 91 | 9 | 0 | 0.2 | -6 | 110 | 10
O=C(OCCN=C1NS(=O)(=O)c2ccccc21)c1ccncc1 | 92 | 0 | 103 | 1 | 5 | 2.0 | 4 | . | 6
Cc1ccc(NC(=O)c2cccc3ccccc23)cc1 | 94 | -2 | 97 | 0 | 0 | 0.4 | -1 | 105 | -2
CC1(c2ccc([N+](=O)[O-])cc2)NC(=O)N(CC(=O)c2ccc3c(c2)OCO3)C1=O (centres undefined) | 91 | -11 | 101 | -6 | 0 | -2.6 | -1 | 80 | 2
COc1ccc(CNCC(O)(c2ccccc2)c2ccc(F)cc2)cc1OC (centres undefined) | 113 | -5 | 96 | 3 | 0 | 1.7 | 5 | 121 | 6
Cc1cc(N2C(=O)C(O)=C(C(=O)c3ccco3)C2c2cccc(O)c2)no1 (centres undefined) | 99 | 1 | 107 | 4 | 0 | 2.2 | -5 | 101 | 17
Cc1cnc(C(=O)OCC(=O)Nc2ccccc2-c2ccccc2)cn1 | 98 | -8 | 119 | -9 | 2 | . | -1 | 97 | 2
O=[N+]([O-])c1ccccc1N=Nc1ccc(O)cc1 | 82 | 6 | 103 | -1 | 0 | -2.3 | -1 | 81 | -1
CCc1nnc(NC(=O)CCNC(=O)c2ccccc2Cl)s1 | 102 | 7 | 89 | 4 | 0 | 0.7 | 0 | 101 | -13
CCN(CC)CCn1c2c(c(SCC(=O)Nc3ccc4c(c3)OCO4)nc1=O)CCC2 | 102 | 3 | 100 | -1 | 0 | -0.8 | -6 | 101 | -29
O=C(NCc1cccc(Cl)c1)c1cccc(S(=O)(=O)N2CCCC2)c1 | 97 | -5 | 94 | -1 | 0 | . | 4 | 99 | 6

Screening data as filed in PubChem BioAssay.

Compounds as they come (roughly 2.1% active in at least one column).
